CAL PDZ FP-1 – untagged CAL PDZ binding inhibitors, primary screen, biochemical, fluorescence polarization, HTS | Golgi-associated PDZ and coiled-coil motif-containing protein (Homo sapiens), Q9HD26 | purified CAL PDZ, TMR-peptide fluorescence polarization, 1 h | inhibition, % at 24.9 µM | actives 0.92% (n = 300,000) | AID 602252, 2012;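 active = mean inhibition of at least 30% with at least half of replicates also reaching 30%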;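 also: 0% = DMSO neutral control and 100% = excess unlabeled competitor peptide PRC23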
Keap1 Nrf2 FP – Keap1-Nrf2 protein-protein interaction inhibitors, primary screen, biochemical, fluorescence polarization, single point; Keap1 Kelch-Nrf2 peptide fluorescence polarization, 1536-well; inhibition, % at 9.4 µM; actives 0.15% (n = 340,000); AID 504523, 2011; in the data active = inhibition above about 12%;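 also: human Keap1 Kelch domain with fluorescein labeled Nrf2 9mer peptide probe; 0% = neutral control wells and 100% = peptide positive control; higher means more block of Keap1 binding to Nrf2 peptide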
Target sequence (Q14145 whole entry, looked up, the tested form may be a part): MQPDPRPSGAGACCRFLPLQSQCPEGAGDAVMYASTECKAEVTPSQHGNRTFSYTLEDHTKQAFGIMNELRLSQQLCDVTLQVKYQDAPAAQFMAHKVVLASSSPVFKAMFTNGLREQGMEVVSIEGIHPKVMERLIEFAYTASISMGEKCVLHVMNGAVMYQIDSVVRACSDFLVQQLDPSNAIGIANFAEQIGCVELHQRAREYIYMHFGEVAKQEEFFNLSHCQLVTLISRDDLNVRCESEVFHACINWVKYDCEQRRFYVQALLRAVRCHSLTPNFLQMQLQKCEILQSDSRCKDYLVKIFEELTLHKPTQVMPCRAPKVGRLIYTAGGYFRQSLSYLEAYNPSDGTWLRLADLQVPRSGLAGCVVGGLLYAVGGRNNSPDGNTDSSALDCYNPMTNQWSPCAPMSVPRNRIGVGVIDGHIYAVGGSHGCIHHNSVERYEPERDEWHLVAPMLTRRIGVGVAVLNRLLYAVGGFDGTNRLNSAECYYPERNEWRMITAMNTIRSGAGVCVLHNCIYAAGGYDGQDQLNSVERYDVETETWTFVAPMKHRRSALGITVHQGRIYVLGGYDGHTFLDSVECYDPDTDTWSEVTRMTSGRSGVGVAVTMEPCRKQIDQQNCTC
V-ATPase pH – regulators of yeast V-ATPase proton pumping, primary screen, pHLuorin cytosolic pH fluorescence; actives 0.37% (n = 350,000); AID 504577, 2011; S. cerevisiae; response, % at 10 µM; in the data active = response mostly above about 7.3%, no sharp cut-off; inactive = mostly below about 5.4%; also: actives read high; inactives centre near 0; some compounds called inactive have numbers as strong as hits
DSG3 Ab inh – inhibitors of pemphigus antibody binding to DSG3, primary screen, biochemical, bead-based, flow cytometry, scFv-GFP; actives 0.48% (n = 310,000); binding (percent of control), % at 10 µM; AID 588358, 2011; Desmoglein-3 (Homo sapiens), P32926; DSG3-coupled beads, scFv-anti-DSG3-GFP binding; active compounds read low;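 active = binding more than 3 SD below its plate's average and above zero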;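 also: hits lower antibody fragment binding to DSG3; some compounds called inactive have numbers as strong as hits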
Arr AP2 block – inhibitors of beta-arrestin/AP2 binding, primary screen, biochemical, GPCR trafficking, flow cytometry | inhibition, % at 10 µM | FITC-arrestin peptide / GST-AP2 beads; AP2 beta2 appendage carries R879A mutation | actives 0.31% (n = 340,000) | beta-arrestin 1 C-terminal peptide binding to AP2 beta2-adaptin appendage (human) | AID 504490, 2011;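 active = inhibition above a set limit, near 3 SD of compounds lacking own fluorescence, cut at about 54% in these data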;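 also: plate controls were DMSO wells for no effect and 5 µM unlabelled arrestin peptide for full effect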
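System: GST-AP2 R879A glutathione beads. Medium: PBS with 0.05% Tween 20 and 0.1% BSA. Also added: FITC-arrestin peptide, 50 nM. Incubation: 12 min plus 1 h, RT. Measured by: high-throughput flow cytometry of beads, ex 488, em 535 nm. Evaluation: percent drop in bead-associated FITC signal.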
RTF Ca sens inh – cardiac RTF calcium sensitivity inhibitors, primary screen, biochemical, IANBD-TnC fluorescence, EC70 calcium. inhibition, % at 7.15 µM. actives 0.12% (n = 340,000). IANBD-labeled cardiac RTF, Ca2+ fluorescence. AID 493244, 2011;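 active = inhibition above the mean inhibition of all tested compounds plus 3 SD, cut at about 17% in these data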;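 also: assay run at fixed EC70 calcium of 1.6 mM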
LANA DNA inh – inhibitors of KSHV C-LANA binding to DNA, primary screen, biochemical, fluorescence polarization, FAM-LBS DNA, MBP-C-LANA, single point. inhibition, % at 9 µM. actives 0.078% (n = 340,000);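 active = highest replicate inhibition at or above 60% at 9 µM, even if other replicates fall short; inactive = all replicates below 60% inhibition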;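 also: 0% = neutral control wells and 100% = 4 µM acridine orange control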
CAL PDZ FP-2 – CAL PDZ peptide-binding inhibitors, primary screen, biochemical, fluorescence polarization, Cer-tagged CAL PDZ, HTS; Golgi-associated PDZ and coiled-coil motif-containing protein (Homo sapiens), Q9HD26; purified CAL PDZ, TMR-peptide fluorescence polarization, 1 h; inhibition, % at 20 µM; actives 0.02% (n = 330,000); AID 504414, 2011;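 active = highest replicate inhibition of at least 40%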;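 also: plate controls were DMSO neutral control wells for no effect and unlabeled competitor peptide control wells for full effect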
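Material – purified CerCALP PDZ construct · Detection – FP readout, S and P plane fluorescence · Measure – percent inhibition from loss of millipolarization · Controls – unlabelled peptide for full inhibition, DMSO wells as neutral · Probe or stimulus – TMR-labelled reporter peptide T*-PRC34 bound in PDZ groove · Times – 1 h at RT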
DAGLB inhibitor – DAGLB lipase inhibitors, primary screen, biochemical, fluorescence, HTS; Diacylglycerol lipase-beta (Homo sapiens), Q8NCG7; HEK293T DAGLB membrane lysate, EnzChek fluorogenic substrate; inhibition, % at 5.17 µM; actives 0.059% (n = 340,000); in the data active = inhibition above about 34%;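 also: 0% = enzyme with vehicle and 100% = wells lacking enzyme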
NSD2 HMT inh – NSD2 histone methyltransferase inhibitors, primary screen, biochemical, AlphaScreen, single concentration, set 2; Histone-lysine N-methyltransferase NSD2 (Homo sapiens), O96028; actives 0.54% (n = 310,000); inhibition, % at 12.5 µM; NSD2 peptide methylation, 120 min; AID 743445, 2014; in the data active = inhibition above about 50%
An asterisk follows results filed as active; . = not tested or not shown.

SMILES | CAL PDZ FP-1 | Keap1 Nrf2 FP | V-ATPase pH | DSG3 Ab inh | Arr AP2 block | RTF Ca sens inh | LANA DNA inh | CAL PDZ FP-2 | DAGLB inhibitor | NSD2 HMT inh
CC(C)(O)C(=O)N/N=C\c1ccc(OC/C=C/c2ccccc2)cc1 | -3 | 0 | -4 | 100 | 17 | -1 | 1.5 | -0.5 | -2 | -3
COc1ccc(N(Cc2cc3cccc(C)c3[nH]c2=O)S(=O)(=O)c2ccc(OC)cc2)cc1 | -3 | -4 | -4 | 102 | 16 | -6 | 0.5 | -2.2 | -5 | 2
Cn1c(=O)c2c(SCC(=O)NCc3ccco3)nc(-c3ccccc3Cl)nc2n(C)c1=O | -3 | 1 | 3 | 102 | -10 | -7 | -0.7 | 12 | 4 | 5
COCCC1CCCCN1C(=O)c1ccc2nc(Cc3ccccc3F)oc2c1 (stereo not given) | -3 | 4 | 3 | 104 | -5 | 4 | 1.2 | -2.2 | -2 | -4
Cc1cc(C)cc(NC(=O)CCCSc2nc3ccccc3[nH]2)c1 | -4 | -1 | -1 | 98 | -5 | 1 | 1.6 | -0.4 | -3 | -4
CCN(CC)c1ccc2c(Nc3ccccc3)c(C=O)c(=O)oc2c1 | . | -5 | -2 | 96 | -2 | -1 | 3.6 | -0.8 | 1 | 4
Cc1ccc(S(=O)(=O)Oc2cccc(/C=N/Nc3ccc(C(=O)O)cc3)c2)cc1 | -3 | -1 | 0 | 96 | 5 | -12 | 0.9 | 0.5 | 4 | 8
Cc1cc(=O)oc2cc(OCC(=O)Nc3cccnc3)ccc12 | -3 | 0 | 0 | 132 | -4 | -10 | 2.0 | -1.0 | 1 | 0
COc1ccc(O)c(/C=N/Nc2nc(C)cc(-c3ccccc3)n2)c1 | -4 | -5 | -6 | 106 | 16 | -9 | -0.3 | -0.4 | -1 | -1
O=S1(=O)N[C@@H](CC2CCCCC2)COc2cc(Br)ccc21 | -3 | 1 | -1 | 102 | -1 | -4 | 0.2 | 0.8 | -6 | .
COCCNC(=S)N1CCN(c2cccc(C)c2C)CC1 | 2 | -2 | 4 | 100 | 5 | -2 | -1.2 | 0.0 | -6 | -1
Cc1ccc(S(=O)(=O)NCCn2nc(C)cc2C)cc1 | -2 | 0 | 2 | 99 | -7 | 1 | 0.4 | -1.8 | -1 | -3
CSc1ccccc1C(=O)NCCSc1ccc(C)cc1 | -1 | -2 | -2 | 113 | 13 | 0 | 0.0 | 0.1 | -6 | 2
COc1ccc(/C=C(\C#N)C(=O)OCC(=O)N2CC(C)OC(C)C2)cc1 (stereo not given) | . | 3 | 0 | 102 | 33 | -2 | 0.2 | 0.4 | -1 | -6
CC(=O)c1ccc2noc(-c3ccc(Cl)cc3)c2c1 | -2 | 1 | 2 | 96 | 12 | -5 | 1.4 | -0.1 | -2 | -8
COc1cccc(N2C(=O)C(c3ccccc3)=C(c3nc4ccccc4s3)C2NC(C)=O)c1 (stereo not given) | 4 | -4 | 3 | 99 | 11 | -4 | -1.3 | -3.1 | -1 | 0
COc1ccccc1NC(=O)c1c(Br)cnn1C | -1 | 1 | . | 100 | 6 | -6 | 1.8 | -2.2 | -5 | -3
C[C@]12C=CC(=O)C=C1CCC1C2CC[C@@]2(C)C1CCC21OCCO1 (stereo not given in full) | 102* | 5 | -3 | 94 | -6 | -4 | 0.2 | -0.6 | -4 | 0
O=C(NCc1ccccc1)C1CCCN1S(=O)(=O)c1ccc(F)cc1 (stereo not given) | 5 | 1 | 0 | 121 | -11 | -11 | -0.6 | 0.9 | -1 | 2
COc1ccc(S(=O)(=O)N2CCOCC2)cc1NC(=O)c1ccc(Cl)cc1 | -5 | -2 | -3 | 101 | -9 | 3 | -1.7 | 1.1 | -2 | -1
COc1ccc([C@H]2CC(=O)C=C(c3cc(F)ccc3F)C2)cc1OC | -6 | 1 | 0 | 97 | -2 | 2 | 1.1 | -1.4 | -7 | .
COC(=O)COc1ccc(C(=O)Cn2c(NCCCO)nc3ccccc32)cc1 | -2 | 4 | 3 | . | -22 | -8 | 0.3 | -0.1 | -1 | -3
COc1ccccc1N(CC(O)Cn1ccnc1C)S(=O)(=O)c1ccc(C)cc1 (stereo not given) | 3 | 2 | 2 | 82 | -12 | -10 | 1.4 | -2.0 | 1 | 22
Cc1cccc(CC2CC(=O)N(c3ncccn3)C2=O)c1 (stereo not given) | -4 | -3 | -3 | 86 | 14 | -12 | -1.1 | -1.4 | -1 | -1
O=S(=O)(/C=C/c1ccccc1)NCCc1ccccn1 | 0 | 1 | 1 | 101 | 1 | -1 | 0.0 | -1.0 | 0 | -2

Sorted by molar mass (largest number first): part of the list above
SMILES | CAL PDZ FP-1 | Keap1 Nrf2 FP | V-ATPase pH | DSG3 Ab inh | Arr AP2 block | RTF Ca sens inh | LANA DNA inh | CAL PDZ FP-2 | DAGLB inhibitor | NSD2 HMT inh
COc1ccc(N(Cc2cc3cccc(C)c3[nH]c2=O)S(=O)(=O)c2ccc(OC)cc2)cc1 | -3 | -4 | -4 | 102 | 16 | -6 | 0.5 | -2.2 | -5 | 2
O=S(=O)(/C=C/c1ccccc1)NCCc1ccccn1 | 0 | 1 | 1 | 101 | 1 | -1 | 0.0 | -1.0 | 0 | -2
Cc1cccc(CC2CC(=O)N(c3ncccn3)C2=O)c1 (stereo not given) | -4 | -3 | -3 | 86 | 14 | -12 | -1.1 | -1.4 | -1 | -1

CAL PDZ FP-1: entries above that show a hit.
SMILES | CAL PDZ FP-1 | Keap1 Nrf2 FP | V-ATPase pH | DSG3 Ab inh | Arr AP2 block | RTF Ca sens inh | LANA DNA inh | CAL PDZ FP-2 | DAGLB inhibitor | NSD2 HMT inh
C[C@]12C=CC(=O)C=C1CCC1C2CC[C@@]2(C)C1CCC21OCCO1 (stereo not given in full) | 102* | 5 | -3 | 94 | -6 | -4 | 0.2 | -0.6 | -4 | 0

Returning to the listing, repeating the two entries before the break.
SMILES | CAL PDZ FP-1 | Keap1 Nrf2 FP | V-ATPase pH | DSG3 Ab inh | Arr AP2 block | RTF Ca sens inh | LANA DNA inh | CAL PDZ FP-2 | DAGLB inhibitor | NSD2 HMT inh
Cc1cccc(CC2CC(=O)N(c3ncccn3)C2=O)c1 (stereo not given) | -4 | -3 | -3 | 86 | 14 | -12 | -1.1 | -1.4 | -1 | -1
O=S(=O)(/C=C/c1ccccc1)NCCc1ccccn1 | 0 | 1 | 1 | 101 | 1 | -1 | 0.0 | -1.0 | 0 | -2
Clc1ccc2c(NCc3ccccn3)ncnc2c1 | -4 | 5 | -6 | 100 | -10 | -10 | 0.5 | -1.5 | -3 | 3
CC(C(=O)O)N1C(=O)CSc2ncccc21 (stereo not given) | -3 | 3 | -2 | 101 | 7 | -2 | 0.5 | -1.1 | 3 | 1
COc1ccc(CNC(=O)CN2C(=O)c3ccc([N+](=O)[O-])cc3C2=O)cc1 | -7 | -3 | -1 | 98 | 25 | 2 | -0.2 | -0.7 | 0 | 1
O=C(COc1ccc([N+](=O)[O-])cc1Cl)NCCc1ccccc1 | 1 | -1 | 0 | 103 | 0 | -9 | 0.0 | -0.1 | 0 | -1
COC(=O)C1=C(\O)CCCC/C=C\1C(=O)O | -3 | -1 | -4 | 92 | -2 | -1 | 0.8 | -0.5 | -2 | 2
Cc1c(C(=O)N2CCN(c3ccccn3)CC2)sc2ncnc(N3CCN(c4ccccc4)CC3)c12 | . | -1 | -3 | . | 2 | -8 | 2.5 | . | 3 | 1
Cn1c(CN2CCN(S(C)(=O)=O)CC2)nc2cc([N+](=O)[O-])ccc21 | -3 | -2 | 3 | 120 | 0 | -5 | 0.1 | -1.8 | -4 | -3
Cc1cc(C)c(NC(=O)c2ccc(S(=O)(=O)N(C)C)cc2)c(C)n1 | -4 | -9 | 0 | 104 | 3 | -9 | 0.1 | -2.2 | 0 | -1
COc1ccccc1N1CCN(C2CC(=O)N(c3cccc(Cl)c3)C2=O)CC1 (stereo not given) | -2 | -3 | -1 | 122 | 12 | -3 | 1.7 | -0.8 | -3 | 0
COC(=O)c1c(NC(NC(=O)C(C)(C)C)C(Cl)(Cl)Cl)sc2c1CCC2 (stereo not given) | -4 | -1 | 2 | 97 | -11 | -7 | 1.0 | 0.2 | -7 | -15
COC(=O)c1ccc(CN2CCC(Oc3cccc(C(=O)N4CCOCC4)c3)CC2)cc1 | -1 | 8 | 3 | 110 | 70* | -5 | 0.4 | -2.5 | -1 | -1
CCOC(=O)c1cn[nH]c1NC(=S)Nc1ccc(OC)cc1 | . | 0 | -1 | 113 | -21 | -4 | 1.2 | -1.3 | -3 | 3
O=C(Nc1ccc(-c2nnco2)cc1)c1ccccc1 | -2 | 3 | -3 | 95 | 29 | -9 | 0.7 | . | -1 | -3
COCCNC(=S)N/N=C(\C)c1ccc(OC)cc1 | -4 | 0 | 1 | 100 | -6 | -3 | 0.0 | -0.3 | 2 | 23
CCOC(=O)c1sc(NC(=O)CSc2nnc(Cc3ccccc3)o2)c(C(=O)OCC)c1C | -1 | 6 | -1 | 101 | -7 | -9 | 0.0 | 0.1 | -9 | 1
COc1ccc(NS(=O)(=O)c2cc(NC(=O)C3CC3)ccc2N2CCCCC2)cc1 | . | -2 | -3 | 93 | -7 | -3 | 0.7 | 0.4 | -2 | 1
O=c1[nH]c(=O)n2ncnc2[nH]1 | . | . | 0 | 105 | . | . | . | . | -1 | 0
COc1ccc(CC(=O)NNC(=S)Nc2ccccc2)cc1Br | -2 | -5 | 5 | . | 5 | -2 | -0.4 | -1.0 | 0 | 16

Already shown: entries from further up.
SMILES | CAL PDZ FP-1 | Keap1 Nrf2 FP | V-ATPase pH | DSG3 Ab inh | Arr AP2 block | RTF Ca sens inh | LANA DNA inh | CAL PDZ FP-2 | DAGLB inhibitor | NSD2 HMT inh
COCCNC(=S)N/N=C(\C)c1ccc(OC)cc1 | -4 | 0 | 1 | 100 | -6 | -3 | 0.0 | -0.3 | 2 | 23
CCOC(=O)c1sc(NC(=O)CSc2nnc(Cc3ccccc3)o2)c(C(=O)OCC)c1C | -1 | 6 | -1 | 101 | -7 | -9 | 0.0 | 0.1 | -9 | 1

Only part of the results is shown (hit frequency here may not be typical).
